Mdm2 MdmX PPI: human Mdm2/MdmX binding inhibition; hit rate 3% among 330,000; AID 485346; SaOS-2 split-luciferase Mdm2/MdmX complementation, luminescence; inhibition, % at 8 µM;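 active means inhibition of at least 50% at 8 µM in the primary screen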
Target sequence (O15151 whole entry, looked up): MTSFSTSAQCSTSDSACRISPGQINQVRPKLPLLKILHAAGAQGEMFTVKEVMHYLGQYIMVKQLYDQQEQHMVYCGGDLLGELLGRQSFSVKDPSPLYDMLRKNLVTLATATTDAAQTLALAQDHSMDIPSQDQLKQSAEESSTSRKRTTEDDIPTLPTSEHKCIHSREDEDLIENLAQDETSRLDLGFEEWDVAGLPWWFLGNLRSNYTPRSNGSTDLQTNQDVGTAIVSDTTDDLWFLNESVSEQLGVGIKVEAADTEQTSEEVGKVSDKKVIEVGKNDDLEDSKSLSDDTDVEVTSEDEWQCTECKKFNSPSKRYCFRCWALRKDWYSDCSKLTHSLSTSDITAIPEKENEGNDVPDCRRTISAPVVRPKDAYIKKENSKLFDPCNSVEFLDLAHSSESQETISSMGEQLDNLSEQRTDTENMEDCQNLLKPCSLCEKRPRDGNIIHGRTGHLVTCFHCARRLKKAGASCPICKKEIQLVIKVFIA
Target sequence (Q00987 whole entry, looked up): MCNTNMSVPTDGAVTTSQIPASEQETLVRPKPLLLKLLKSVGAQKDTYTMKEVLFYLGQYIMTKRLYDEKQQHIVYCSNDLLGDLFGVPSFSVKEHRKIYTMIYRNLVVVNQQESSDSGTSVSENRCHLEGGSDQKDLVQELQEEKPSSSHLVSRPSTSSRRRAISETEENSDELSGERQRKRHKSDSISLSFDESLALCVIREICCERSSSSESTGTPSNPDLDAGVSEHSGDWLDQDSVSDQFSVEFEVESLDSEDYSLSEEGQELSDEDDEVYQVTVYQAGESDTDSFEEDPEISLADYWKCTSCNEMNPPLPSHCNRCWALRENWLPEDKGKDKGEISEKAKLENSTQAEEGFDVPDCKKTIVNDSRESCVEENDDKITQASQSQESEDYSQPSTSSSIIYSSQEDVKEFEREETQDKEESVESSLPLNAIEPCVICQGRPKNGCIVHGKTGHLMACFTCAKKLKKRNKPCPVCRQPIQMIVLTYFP
XBP1 UPR activ: activators of adaptive arm of unfolded protein response (XBP1). CHO-XBP1 luciferase reporter, IRE1-XBP1 UPR activation, luminescence; percent of tunicamycin response, DMSO as zero. activation, % at 20 µM. hit rate 0.33% among 330,000. AID 463104;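 active means versus positive control, 20 µM dose yields 30% or more activation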;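 further: 100% = tunicamycin at 10 µg/mL and 0% = DMSO only wells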
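Material: IRE1-XBP1 luciferase reporter CHO line / Quantity: one thousand reporter cells per well / Buffer or medium: F12 with 10% serum / Compound: 20 µM single concentration, DMSO 1% / Times: 6 h treatment, 37 °C / Detection: Steady-Glo luciferase glow luminescence, 10 min after reagent addition / Benchmarks: tunicamycin high, DMSO low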
CHOP UPR activ: activators of apoptotic arm of unfolded protein response (CHOP). CHO-CHOP luciferase reporter, UPR activation, luminescence; percent of tunicamycin response over DMSO baseline. activation, % at 10 µM. hit rate 0.34% among 330,000. AID 449763;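 active means at 10 µM dose, activation of 40% or more, normalized to positive control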;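 further: 100% = tunicamycin at 10 µg/mL and 0% = DMSO alone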
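Evaluation: % reporter activation, DMSO baseline versus tunicamycin full activation; System: CHO-CHOP luciferase reporter cell line; Input: 500 cells/well; Incubation: 6 h compound treatment, 37 °C; Measured by: Steady-Glo luciferase luminescence; Dosing: one dose, 10 µM in 0.5% DMSO; Buffer or medium: F12 medium, 10% FBS; Benchmarks: positive tunicamycin 10 µg/mL, negative DMSO alone.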
tim23-1 inh: tim23-1 yeast growth inhibition. hit rate 1.3% among 330,000. AID 463212. S. cerevisiae tim23-1 growth, BacTiter-Glo luminescence, 24 h. inhibition, % at 20 µM;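 active means growth inhibition of the mutant yeast at or above 50%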;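 further: temperature-sensitive mutant grown at 25 °C; plate controls were DMSO-treated mutant yeast for no effect and medium wells lacking yeast for full effect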
TIM10 inh: growth inhibitors of TIM10 yeast strain; S. cerevisiae TIM10 strain growth, BacTiter-Glo luminescence, 24 h; hit rate 1.4% among 330,000; inhibition, % at 10 µM; AID 463195;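 active means inhibition of 40% or more at the single tested concentration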;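 further: wild-type TIM10 isogenic control strain grown at permissive 25 °C; 0% = DMSO yeast wells and 100% = minimal medium wells without yeast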
697 NFkB inh: inhibitors of the PMA/ionomycin-induced NF-kB reporter in 697 B cells. hit rate 0.33% among 330,000. inhibition, % at 4 µM. AID 435022. 697 B-cell NF-kB luciferase reporter, 16 h; in the data active means inhibition above about 35%
tim10-1 inh: inhibits growth of tim10-1 mutant yeast; S. cerevisiae tim10-1 ts strain growth, BacTiter-Glo, 24 h; inhibition, % at 20 µM; hit rate 2.2% among 330,000;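 active means inhibition of at least 40%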;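 further: mutant grown at 25 °C; 0% = DMSO wells with yeast and 100% = wells holding no yeast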
Jurkat NFkB inh: inhibitors of the PMA/ionomycin-induced NF-kB reporter in Jurkat cells; inhibition, % at 4 µM; PMA/ionomycin-induced NF-kB luciferase reporter, luminescence; hit rate 0.53% among 330,000; in the data active means inhibition above about 50%
Active calls of the source: *.

Start of the data: the first three records, ahead of the listing:
Screening COCCn1c(=S)[nH]c2ccc(N(C)C)cc2c1=O returned Mdm2 MdmX PPI 12, XBP1 UPR activ -2, CHOP UPR activ -0.7, tim23-1 inh 0, TIM10 inh -8, 697 NFkB inh 4, tim10-1 inh 19 and Jurkat NFkB inh 0.
For Cc1ccccc1-c1nnnn1C1CCS(=O)(=O)C1 (stereo unspecified) the results were Mdm2 MdmX PPI -29, XBP1 UPR activ -2, CHOP UPR activ 1.7, tim23-1 inh 3, TIM10 inh -7, 697 NFkB inh 8, tim10-1 inh -4 and Jurkat NFkB inh 3.
For CN(C)CCCNCCCNC(=O)/C(=N\O)c1ccccn1 the results were Mdm2 MdmX PPI -5, XBP1 UPR activ 2, CHOP UPR activ -1.1, tim23-1 inh 8, TIM10 inh -3, 697 NFkB inh -9, tim10-1 inh -14 and Jurkat NFkB inh -9.

All compounds of this part, from the start:
Screening COCCn1c(=S)[nH]c2ccc(N(C)C)cc2c1=O returned Mdm2 MdmX PPI 12, XBP1 UPR activ -2, CHOP UPR activ -0.7, tim23-1 inh 0, TIM10 inh -8, 697 NFkB inh 4, tim10-1 inh 19 and Jurkat NFkB inh 0.
For Cc1ccccc1-c1nnnn1C1CCS(=O)(=O)C1 (stereo unspecified) the results were Mdm2 MdmX PPI -29, XBP1 UPR activ -2, CHOP UPR activ 1.7, tim23-1 inh 3, TIM10 inh -7, 697 NFkB inh 8, tim10-1 inh -4 and Jurkat NFkB inh 3.
For CN(C)CCCNCCCNC(=O)/C(=N\O)c1ccccn1 the results were Mdm2 MdmX PPI -5, XBP1 UPR activ 2, CHOP UPR activ -1.1, tim23-1 inh 8, TIM10 inh -3, 697 NFkB inh -9, tim10-1 inh -14 and Jurkat NFkB inh -9.
CCc1c(C)sc(NC(=O)c2cc(-c3ccc(O)cc3)on2)c1C#N was read as Mdm2 MdmX PPI 10, XBP1 UPR activ 4, CHOP UPR activ 1.2, tim23-1 inh 0, TIM10 inh 2, 697 NFkB inh -7, tim10-1 inh -7 and Jurkat NFkB inh -3.
O=C(NCc1ccc(F)cc1)c1cccc2c1C(=O)N(Cc1cccnc1)C2 was read as Mdm2 MdmX PPI 4, XBP1 UPR activ 0, CHOP UPR activ 2.0, tim23-1 inh 4, TIM10 inh 11, 697 NFkB inh -9, tim10-1 inh 14 and Jurkat NFkB inh 5.
For COCCCn1nnnc1SCC(=O)Nc1ccc2c(c1)OCCO2 the results were Mdm2 MdmX PPI 17, XBP1 UPR activ -1, CHOP UPR activ 1.9, tim23-1 inh 3, TIM10 inh 10, 697 NFkB inh 0, tim10-1 inh 5 and Jurkat NFkB inh -6.
For Cn1ccnc1/C(=N\NC(=O)c1ccccc1)c1cccc([N+](=O)[O-])c1 the results were Mdm2 MdmX PPI 2, XBP1 UPR activ -2, CHOP UPR activ -1.3, tim23-1 inh 0, TIM10 inh -20, 697 NFkB inh 15, tim10-1 inh 9 and Jurkat NFkB inh -13.
Cc1ccc(CSCC(=O)NCc2ccco2)cc1 was read as Mdm2 MdmX PPI -30, XBP1 UPR activ 0, CHOP UPR activ -0.1, tim23-1 inh 14, TIM10 inh -11, 697 NFkB inh 12, tim10-1 inh 16 and Jurkat NFkB inh 0.
For COc1cccc(C(=O)CN(C(=O)c2ccc(Cl)c(Cl)c2)N2C(=O)c3ccccc3C2=O)c1 the results were Mdm2 MdmX PPI 6, XBP1 UPR activ 0, CHOP UPR activ -0.2, tim23-1 inh 29, TIM10 inh -9, 697 NFkB inh 20, tim10-1 inh 7 and Jurkat NFkB inh 14.
`Cc1ccc(-c2nc(CN(CC3CCC3)CC3CCCO3)c(C)o2)s1` (stereo unspecified) gave Mdm2 MdmX PPI 12, XBP1 UPR activ 1, CHOP UPR activ 0.4, tim23-1 inh 11, TIM10 inh 11, 697 NFkB inh -2, tim10-1 inh 0 and Jurkat NFkB inh 3.
For Cn1c(SCC(=O)N2CCCCC2)nc2c([nH]c3ccccc32)c1=O the results were Mdm2 MdmX PPI 2, XBP1 UPR activ -3, CHOP UPR activ -1.6, tim23-1 inh 16, TIM10 inh -3, 697 NFkB inh 3, tim10-1 inh 1 and Jurkat NFkB inh -11.
`O=C(NCc1ccco1)C1CC(c2cc(C(F)(F)F)cc(C(F)(F)F)c2)=NO1` (stereo unspecified) gave Mdm2 MdmX PPI 48, XBP1 UPR activ 8, CHOP UPR activ -0.7, tim23-1 inh 16, TIM10 inh 7, 697 NFkB inh -28, tim10-1 inh 10 and Jurkat NFkB inh 62*.
COc1ccc(-c2csc(N(CC3CCCO3)C(=O)c3ccco3)n2)cc1 (stereo unspecified) was read as Mdm2 MdmX PPI 31, XBP1 UPR activ -1, CHOP UPR activ 0.0, tim23-1 inh 28, TIM10 inh 27, 697 NFkB inh -15, tim10-1 inh 29 and Jurkat NFkB inh -12.
Screening Nc1ccc2c(c1)Cc1cc([N+](=O)[O-])ccc1-2 returned Mdm2 MdmX PPI -11, XBP1 UPR activ -3, CHOP UPR activ -0.6, tim23-1 inh 14, TIM10 inh 20, 697 NFkB inh -41, tim10-1 inh 29 and Jurkat NFkB inh -34.
For CCCCCC(=O)N1CCCCC1 the results were Mdm2 MdmX PPI -17, XBP1 UPR activ 4, CHOP UPR activ 0.2, tim23-1 inh 13, TIM10 inh -27, 697 NFkB inh -21, tim10-1 inh 15 and Jurkat NFkB inh -16.
`COc1ccc(S(=O)(=O)N2CCOC2CNC(=O)C(=O)NCCc2ccc(OC)c(OC)c2)cc1C` (stereo unspecified) gave Mdm2 MdmX PPI 2, XBP1 UPR activ -1, CHOP UPR activ 0.1, tim23-1 inh 9, TIM10 inh 3, 697 NFkB inh -31, tim10-1 inh 25 and Jurkat NFkB inh -9.
Screening CCCCN(C(=O)C(C)N1C(=O)c2ccccc2C1=O)c1c(N)n(CC(C)C)c(=O)[nH]c1=O (stereo unspecified) returned Mdm2 MdmX PPI -2, XBP1 UPR activ 0, CHOP UPR activ -2.0, tim23-1 inh 4, TIM10 inh 6, 697 NFkB inh -5, tim10-1 inh 5 and Jurkat NFkB inh -13.
CC(=O)c1ccc(S(=O)(=O)NC2CC(=O)N(c3ccc4c(c3)OCCO4)C2)cc1 (stereo unspecified) was read as Mdm2 MdmX PPI 24, XBP1 UPR activ 1, CHOP UPR activ 5.9, tim23-1 inh 9, TIM10 inh -7, 697 NFkB inh 4, tim10-1 inh 7 and Jurkat NFkB inh 4.
`CCOC(=O)Cc1csc(NC(=O)c2ccc3c(c2)OCO3)n1` gave Mdm2 MdmX PPI 33, XBP1 UPR activ -2, CHOP UPR activ 1.9, tim23-1 inh -12, TIM10 inh 43*, 697 NFkB inh -16, tim10-1 inh -20 and Jurkat NFkB inh -13.
`CC1=NN(c2ccccc2)C(=O)/C1=C\c1ccc(Br)s1` gave Mdm2 MdmX PPI -4, XBP1 UPR activ -1, CHOP UPR activ 2.3, tim23-1 inh 57*, TIM10 inh 39, 697 NFkB inh 8, tim10-1 inh 42* and Jurkat NFkB inh 8.
For Cc1ccc(S(=O)(=O)N(C)C)cc1NC(=O)COC(=O)Cc1ccccc1F the results were Mdm2 MdmX PPI 20, XBP1 UPR activ -3, CHOP UPR activ 0.9, tim23-1 inh -11, TIM10 inh 8, 697 NFkB inh 15, tim10-1 inh 2 and Jurkat NFkB inh 6.
COc1ccc(/C=C2\SC(=S)N(C(C)C(=O)NC3C=CS(=O)(=O)C3)C2=O)cc1 (stereo unspecified) was read as Mdm2 MdmX PPI 8, XBP1 UPR activ 1, CHOP UPR activ -0.5, tim23-1 inh 11, TIM10 inh 9, 697 NFkB inh -6, tim10-1 inh 7 and Jurkat NFkB inh 16.
Screening COc1ccc(-c2csc3ncnc(NCCN4CCOCC4)c23)cc1 returned Mdm2 MdmX PPI 61*, XBP1 UPR activ 0, CHOP UPR activ 0.2, tim23-1 inh 25, TIM10 inh 11, 697 NFkB inh -34, tim10-1 inh 19 and Jurkat NFkB inh 9.
COc1ccc2oc(=O)c(C(=O)N3CCN(c4ccccc4F)CC3)cc2c1 was read as Mdm2 MdmX PPI -15, XBP1 UPR activ -2, CHOP UPR activ 0.3, tim23-1 inh 28, TIM10 inh 6, 697 NFkB inh -7, tim10-1 inh 22 and Jurkat NFkB inh -6.
For O=C1CC2(CCN(C(=O)COc3ccccc3F)CC2)Oc2ccccc21 the results were Mdm2 MdmX PPI 23, XBP1 UPR activ -1, CHOP UPR activ 0.7, tim23-1 inh -1, TIM10 inh -4, 697 NFkB inh -5, tim10-1 inh 0 and Jurkat NFkB inh 16.
For COc1ccc(OC)c(C2NC(=O)c3sc(=S)n(-c4ccccc4)c3N2)c1 (stereo unspecified) the results were Mdm2 MdmX PPI 33, XBP1 UPR activ 20, CHOP UPR activ -1.3, tim23-1 inh 4, TIM10 inh 16, 697 NFkB inh 6, tim10-1 inh 13 and Jurkat NFkB inh 4.
For CCCCCN(C(=O)NC(=O)Nn1cnnc1)S(C)(=O)=O the results were Mdm2 MdmX PPI 28, XBP1 UPR activ 0, CHOP UPR activ -1.7, tim23-1 inh 7, TIM10 inh 6, 697 NFkB inh 24, tim10-1 inh -11 and Jurkat NFkB inh 5.
For CCCCOc1cc(CC2CNC(=O)N2)ccc1OC (stereo unspecified) the results were Mdm2 MdmX PPI -6, XBP1 UPR activ -6, CHOP UPR activ 2.5, tim23-1 inh 17, TIM10 inh 9, 697 NFkB inh 16, tim10-1 inh 15 and Jurkat NFkB inh 14.
`COc1ccccc1NC(=O)Cn1c(CCC(=O)O)ccc1-c1ccccc1` gave Mdm2 MdmX PPI 0, XBP1 UPR activ -3, CHOP UPR activ 0.9, tim23-1 inh 3, TIM10 inh 9, 697 NFkB inh 16, tim10-1 inh 7 and Jurkat NFkB inh -8.
O=C(CSc1nnc(-c2cccnc2)n1Cc1ccccc1)N1CCOCC1 was read as Mdm2 MdmX PPI 10, XBP1 UPR activ -1, CHOP UPR activ -0.9, tim23-1 inh -2, TIM10 inh 15, 697 NFkB inh 11, tim10-1 inh 17 and Jurkat NFkB inh 12.
For O=C(Nc1ccccc1)NC1CCN(CCCN2C(=O)c3ccccc3C2=O)CC1 the results were Mdm2 MdmX PPI -26, XBP1 UPR activ 0, CHOP UPR activ 2.2, tim23-1 inh 11, TIM10 inh -13, 697 NFkB inh -14, tim10-1 inh -6 and Jurkat NFkB inh -4.
O=C(NC1CCCC1)C(c1cc2c(cc1[N+](=O)[O-])OCO2)N1CCCC1 (stereo unspecified) was read as Mdm2 MdmX PPI 8, XBP1 UPR activ -1, CHOP UPR activ 1.2, tim23-1 inh 6, TIM10 inh -10, 697 NFkB inh -4, tim10-1 inh 10 and Jurkat NFkB inh -21.
Clc1ccc(CSc2ccc(-c3ccco3)nn2)cc1 was read as Mdm2 MdmX PPI -32, XBP1 UPR activ 2, CHOP UPR activ 3.2, tim23-1 inh 15, TIM10 inh 29, 697 NFkB inh -11, tim10-1 inh 7 and Jurkat NFkB inh -14.

No new results follow: entries from further up.
Screening COCCn1c(=S)[nH]c2ccc(N(C)C)cc2c1=O returned Mdm2 MdmX PPI 12, XBP1 UPR activ -2, CHOP UPR activ -0.7, tim23-1 inh 0, TIM10 inh -8, 697 NFkB inh 4, tim10-1 inh 19 and Jurkat NFkB inh 0.
For Cc1ccccc1-c1nnnn1C1CCS(=O)(=O)C1 (stereo unspecified) the results were Mdm2 MdmX PPI -29, XBP1 UPR activ -2, CHOP UPR activ 1.7, tim23-1 inh 3, TIM10 inh -7, 697 NFkB inh 8, tim10-1 inh -4 and Jurkat NFkB inh 3.

Screening data: PubChem BioAssay, Sanford-Burnham Center for Chemical Genomics
